# DT40 TDP1 no CPT: qHTS for Inhibitors of human tyrosyl-DNA phosphodiesterase 1 (TDP1): qHTS in cells in absence of CPT. actives 15% (n = 420,000). DT40 Tdp1-/- hTDP1 cells, no CPT, ATP luminescence, 48 h. AID 686978, 2013. Potency, µM (doses to about 46.2 µM), for inactives: at the top dose activity change, negative = growth inhibition, usual class: inhibitors; note: nearly all actives have a fitted effect of over 55% in size
#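 Growth of hTDP1-complemented DT40 Tdp1-knockout cells is measured by ATP luminescence after at least 48 hr compound exposure at 37 °C, with DMSO substituting for the 20 nM CPT used in the parallel screen.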
# KAT2A inh: GCN5L2 (KAT2A) acetyltransferase inhibition; GCN5L2 HAT assay, ThioGlo1 CoA-SH fluorescence; actives 0.21% (n = 390,000); Q92830; Potency, µM (highest dose often 58.9 µM), inactives show top-dose activity change, negative = inhibition, usual class: inhibitors
# Target sequence (Q92830 whole entry, looked up): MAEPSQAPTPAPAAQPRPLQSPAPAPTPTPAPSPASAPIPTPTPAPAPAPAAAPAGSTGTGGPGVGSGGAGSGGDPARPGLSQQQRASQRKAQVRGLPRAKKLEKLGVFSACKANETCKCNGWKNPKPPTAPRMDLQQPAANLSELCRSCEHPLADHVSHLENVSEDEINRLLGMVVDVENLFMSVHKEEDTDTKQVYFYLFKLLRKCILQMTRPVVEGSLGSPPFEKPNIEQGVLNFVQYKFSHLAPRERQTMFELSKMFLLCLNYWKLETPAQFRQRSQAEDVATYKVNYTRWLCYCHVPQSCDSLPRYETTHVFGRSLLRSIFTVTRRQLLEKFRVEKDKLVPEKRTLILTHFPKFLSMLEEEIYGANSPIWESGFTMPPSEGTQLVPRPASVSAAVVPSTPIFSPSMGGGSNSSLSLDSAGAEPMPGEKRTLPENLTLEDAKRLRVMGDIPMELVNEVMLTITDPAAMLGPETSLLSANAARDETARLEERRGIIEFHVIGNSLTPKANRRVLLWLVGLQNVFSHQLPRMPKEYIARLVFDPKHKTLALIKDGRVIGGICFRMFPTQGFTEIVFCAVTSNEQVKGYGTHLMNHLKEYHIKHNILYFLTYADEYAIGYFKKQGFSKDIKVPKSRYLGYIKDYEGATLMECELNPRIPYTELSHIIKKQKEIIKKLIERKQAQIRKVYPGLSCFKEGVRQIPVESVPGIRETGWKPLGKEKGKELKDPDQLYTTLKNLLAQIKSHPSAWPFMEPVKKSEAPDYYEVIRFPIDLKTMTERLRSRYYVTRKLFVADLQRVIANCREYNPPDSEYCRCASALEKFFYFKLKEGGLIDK
#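 Titration-based screen in which CoA formation is detected via maleimide probe ThioGlo1 (50uM) turning fluorescent on thiol reaction; substrates H3(1-25) 75uM and acetyl-CoA 70uM, GCN5L2 20nM, 20 min incubation at room temperature.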
# DT40 TDP1 CPT: DT40-hTDP1 cell growth loss with CPT; chicken DT40 Tdp1-/-;hTDP1 cells + 20 nM CPT, ATP luminescence, 48 h; Potency, µM (highest dose often 46.2 µM), for the others: top-dose activity change, negative = growth inhibition, hits mostly inhibitors; actives 12% (n = 420,000); note: nearly all actives have a fitted effect of over 55% in size
#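 Chicken DT40 Tdp1-/- cells complemented with human TDP1, 400 cells/well, exposed to compounds plus 20 nM camptothecin for at least 48 h at 37 C; viability read as ATP content by CellTiter-Glo luminescence.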
# * hit, by the source's call; u = inconclusive; x = not tested or not shown; & = joins results of further samples. Calls come from the whole dose curve; as a rule, active = well fitted curve in the direction sought with a large enough effect; inconclusive = small, poorly fitted or top-dose-only effect, or another doubt; inactive = no such curve, though single readings can be large; an effect the other way counts as inactive or inconclusive. % is set by controls: 0 for no effect and ±100 for the full control effect; potency is the fitted concentration of half-maximal effect.
# Under each structure – DT40 TDP1 no CPT, KAT2A inh, DT40 TDP1 CPT
1) O=C1OC(N2C(=O)CC[C@H]2C(=O)Nc2ccc(F)c(F)c2)c2ccccc21 (stereo partly specified)
→ 3%, 3%, -1%
2) COc1ccc(C(=O)C2CCCN(C(=O)Cn3cncn3)C2)cc1OC (stereo unspecified)
→ 1%, -5%, -2%
3) c1cc2c3c(cccc3c1)-c1cnccc1-2
→ -24%, x, 15%
4) CCn1cc(S(=O)(=O)c2ccccc2)c(=O)c2cc(F)c(N3CCN(c4ccccc4)CC3)cc21
→ u, -6%, u
5) c1ccc2sc(N3CCOCC3)nc2c1
→ 2%, -11%, -9%
6) Cc1cc(C)c(CSc2nnnn2-c2ccc(C(=O)O)cc2)c(C)c1
→ -10%, -30%, -5%
7) O=C(NCC1CCCO1)C1C2C=CC3(CN(Cc4cccs4)C(=O)C13)O2 (stereo unspecified)
→ 1%, -1%, 2%
8) Cc1ccc(C2=NN(S(C)(=O)=O)C(c3ccc4nccnc4c3)C2)cc1 (stereo unspecified)
→ -7%, 2%, -20%
9) COc1ccccc1-c1cc(C(=O)Nc2sc3c(c2C#N)CCC(C)C3)c2ccccc2n1 (stereo unspecified)
→ u, -14%, u
10) Cc1cccc(N2C(=O)CSC23C(=O)N(Cc2cccc(C(F)(F)F)c2)c2ccccc23)c1 (stereo unspecified)
→ 16µM*, -18%, 18µM*
11) COc1c2c(c(OC)c3ccccc13)[C@]1(OC2)O[C@H](CCO)C[C@H](O)[C@H]1O
→ 0%, x, -3%
12) CNC(=O)CC1C(=O)N(c2ccc(Cl)cc2)C(=S)N1CCc1ccc(OC)c(OC)c1 (stereo unspecified)
→ 9.2µM*, -7%, u
13) NNC(=O)CN1C(c2ccccc2)=Nc2ccc(Br)cc2C1c1ccccc1 (stereo unspecified)
→ u, 0%, u
14) Cc1ccc(OCc2nc(-c3ccc(C(=O)NCCc4ccc(Cl)cc4)cc3)oc2C)cc1
→ -4%, -1%, u
15) Cc1ccc(C(=O)N2CCN(S(=O)(=O)c3ccccc3C#N)CC2)cc1S(=O)(=O)N1CCOCC1
→ 4%, 1%, -12%

# Complete entries, quoted from the list. Order of screens: DT40 TDP1 no CPT	KAT2A inh	DT40 TDP1 CPT
# CCn1cc(S(=O)(=O)c2ccccc2)c(=O)c2cc(F)c(N3CCN(c4ccccc4)CC3)cc21 as listed: u	-6%	u
# COc1ccccc1-c1cc(C(=O)Nc2sc3c(c2C#N)CCC(C)C3)c2ccccc2n1 (stereo unspecified) as listed: u	-14%	u
# c1ccc2sc(N3CCOCC3)nc2c1 as listed: 2%	-11%	-9%
# Cc1ccc(C2=NN(S(C)(=O)=O)C(c3ccc4nccnc4c3)C2)cc1 (stereo unspecified) as listed: -7%	2%	-20%
# NNC(=O)CN1C(c2ccccc2)=Nc2ccc(Br)cc2C1c1ccccc1 (stereo unspecified) as listed: u	0%	u

# Going on with the list:
# Under each structure – DT40 TDP1 no CPT, KAT2A inh, DT40 TDP1 CPT
16) CCN1CCN(CCCNC(=O)c2cc3sccc3n2CC)CC1
→ -6%, -7%, -3%
17) CCOC(=O)Cc1nc(-c2ccccc2)n[nH]1
→ 4%, -5%, -6%
18) CC(=O)C1C(c2ccccc2)c2c(noc2C)CC1(C)O (stereo unspecified)
→ -3%, -7%, -1%
19) c1ccc2c3c(c(CN4CCCCC4)cc2c1)COC3
→ u, 1%, 0%
20) CC1CC/C(=N/Nc2ccccc2)C(=O)N1 (stereo unspecified)
→ -9%, -4%, -3%
21) Cc1noc(C)c1COc1cccc(C(=O)OCC(=O)NCCN2C(=O)CSC2=O)c1
→ -11%, -5%, 0%
22) CC(C)C[C@H](NC(=O)c1nc[nH]c1C(=O)NCc1ccc(CNC(=O)OC(C)(C)C)cc1)C(=O)OCc1ccccc1
→ 21µM*, -9%, u
23) Cc1ccc2c(c1)N(CC(=O)NCCc1ccccc1)C(=O)c1cccnc1O2
→ 0%, 0%, 8%
24) C[C@@H]1CCCCO[C@@H](CN(C)C(=O)c2ccncc2)[C@@H](C)CN([C@H](C)CO)C(=O)c2cc(N(C)C)ccc2O1
→ 2%, x, 4%
25) O=C(CC1N=C2c3ccccc3N=C(SCc3ccccc3F)N2C1=O)NCCc1ccccc1 (stereo unspecified)
→ 21µM*, -7%, 21µM*
26) COc1ccc(CCNC(=O)COC(=O)c2sc(C)nc2C)cc1
→ -4%, -3%, -5%
27) COc1cc(/C=C(\C#N)C(=O)c2c[nH]c3ccccc23)cc(OC)c1O
→ -5%, -7%, -9%
28) CC(=O)c1ccc(OCC(O)CN2C(C)CCCC2C)cc1 (stereo unspecified)
→ 2%, -2%, 7%
29) CCOC(=O)C1=C(COC(=O)/C=C/c2ccc(OC)cc2OC)NC(=O)NC1C (stereo unspecified)
→ 15µM*, -15%, u
30) COc1c(S(=O)(=O)n2nc(C)cc2C)ccc(Cl)c1Cl
→ u, x, u
31) O=C1CCN(Cc2nnnn2CC2CCCO2)c2ccccc2N1 (stereo unspecified)
→ -4%, 0%, u
32) CCOc1ccc(C2/C(=C(\O)c3ccc4c(c3)OCCO4)C(=O)C(=O)N2CCN2CCOCC2)cc1OC (stereo unspecified)
→ 21%, 6%, 2%
33) O=C(O)c1ccc(CNC(=O)c2ccccc2NC(=O)c2ccc([N+](=O)[O-])cc2)cc1
→ 2%, -7%, 24%
34) FC(F)(F)c1cc(-c2ccco2)nc(N2CCOCC2)n1
→ -21%, x, -10%
35) Cc1cccc(NC(=O)C2CCCN(S(=O)(=O)c3cccc4cccnc34)C2)c1 (stereo unspecified)
→ 23µM*, -8%, 18µM*
36) CCOC(=O)c1c(NC(=O)c2ccc(C)cc2)sc2c1CC(C)(C)OC2
→ 18µM*, -9%, u
37) CCc1ccc(OCC(=O)N(Cc2ccco2)Cc2ccco2)cc1
→ 21µM*, -3%, u
38) CCc1cccc(CC)c1N(COC)C(=O)Cn1c(CO)nc2ccccc21
→ u, 1%, u
39) CCOC(=O)C1(CCOC)CCN(Cc2cnc(-c3cccc(C)c3)nc2)CC1
→ 16µM*, -6%, u
40) CC(=O)c1c(C)[nH]c(C(=O)N2CCN(C(=O)c3ccco3)CC2)c1C
→ -10%, -2%, -7%
41) COc1ccc(NC(=O)c2ccc(Cl)c(S(=O)(=O)NCC3CCCO3)c2)c(OC)c1 (stereo unspecified)
→ -10%, -1%, -19%
42) CCN(CC)C(=O)N1CCN(S(=O)(=O)c2ccc(C)c(C)c2)CC1
→ u, 3%, u
43) Cc1cc(C(=O)N2C(C)CCCC2C)no1 (stereo unspecified)
→ 4%, -2%, 4%
44) COCCN1C(=O)C(=O)/C(=C(/O)c2cccc(S(=O)(=O)N(C)C)c2)C12C(=O)N(C)c1ccccc12 (stereo unspecified)
→ -4%, -6%, -11%
45) CCCN(CCC)CCCNC(=O)c1nn(-c2cccc(OC)c2)c(=O)c2ccccc12
→ -2%, -1%, u
46) CC(C)CCNC(=O)c1ccccc1SCC(=O)NC1CCCCCCC1
→ u, -16%, 23µM*
47) COc1ccc(-c2cc3c(=O)n(CC(=O)NCCCN4CCN(Cc5ccccc5)CC4)ncn3n2)cc1
→ 5.2µM*, -8%, 9.2µM*
48) C=CCN(C(=O)CCC(=O)Nc1cc(C)on1)C(C(=O)NC1CCCC1)c1ccc(Cl)cc1 (stereo unspecified)
→ -18%, -5%, u
49) N#Cc1cccc(CN2CCC(=O)N(CCO)CC2)c1
→ -7%, -8%, 5%
50) CC(NCc1ccc2c(c1)OCO2)C(=O)NC1CCCCC1 (stereo unspecified)
→ 4%, 3%, 2%
51) CC1(C)CC(N2CCC(=O)N(C3CC(C)(C)NC(C)(C)C3)C2)CC(C)(C)N1
→ -9%, 1%, -4%
52) C/C(=N\NC(=O)c1cccnc1)c1c(O)cc(C)oc1=O
→ 4%, -4%, 5%
53) Fc1ccc(NC(=S)N2CCCN(c3ccc(C(F)(F)F)cn3)CC2)c(F)c1
→ 18µM*, -2%, 16µM*
54) COc1cc([N+](=O)[O-])cc(/C=N\NC(=O)C2COc3ccccc3O2)c1O (stereo unspecified)
→ u, u, u
55) Cc1ccc2nc(Cl)c(/C=N/NC(=O)[C@H]3C[C@@H]3c3ccccc3)cc2c1
→ u, -5%, -16%
56) Cc1cc(C)n(-c2ccc(C(=O)OCC(=O)Nc3ccc(Cl)cc3[N+](=O)[O-])cc2)n1
→ -4%, 21%, -14%
57) COC(=O)[C@@]12C[C@@H](CC(=O)N3CCOCC3)C(=O)N(Cc3ccc4c(c3)OCO4)C1=CCC(C)(C)C2
→ -29%, x, u
58) CN(CC1CCN(CCc2cccc(C(F)(F)F)c2)CC1)C(=O)c1ccc(F)cc1
→ u, -4%, u
59) Cc1cccc(C)c1NC(=O)c1cnccn1
→ 2%, -12%, 3%
60) CCOc1ccc(OCC(=O)OCC(=O)N(CC(C)C)c2c(N)n(Cc3ccccc3)c(=O)[nH]c2=O)cc1
→ -27%, -8%, -20%
61) CCOC(=O)c1cc(S(=O)(=O)NCc2ccc(F)cc2)[nH]n1
→ u, 9%, u
62) CN(C)C(=O)c1ccc(-c2cc(NCc3ccccc3)ncn2)cc1
→ 1%, -15%, -4%
63) COc1ccc(C(C(=O)NC(C)(C)C)N(Cc2ccccc2)C(=O)CCC(=O)Nc2cc(C)on2)cc1 (stereo unspecified)
→ u, -6%, u
64) CC(=O)n1cc([C@H]2C=C(C(=O)N3CCN(Cc4ccccc4)CC3)O[C@@H](OCCCCO)C2)c2ccccc21
→ u, 2%, u
65) COc1cccc(CNS(=O)(=O)c2c(C)nc3sccn3c2=O)c1
→ -9%, u, -23%
66) Cc1cc(COc2ccccc2)oc1C(=O)O
→ -9%, -23%, -5%
67) COc1cccc(NC(=O)NCCCCc2ccccc2)c1
→ -26%, -7%, -18%
68) CCCCCCN1C[C@H](n2cc(C3CC3)nn2)[C@@H](O)C[C@@H]1c1ccc(OC)cc1
→ 21µM*, x, u
69) Cc1nn(C)c2c1c(-c1ccccc1)cc(=O)n2CC(=O)NC(C)(C)C
→ u, -4%, u
70) COc1ccc(NC(=O)c2sc3nc[nH]c(=O)c3c2C)cc1
→ -20%, -14%, u
71) CC(=O)N1c2ccc(S(=O)(=O)N3CCC(C(=O)Nc4cccc(C)n4)CC3)cc2CC1C (stereo unspecified)
→ u, -4%, u
72) Cc1ccc(-c2noc(CN(C3CCCCC3)S(=O)(=O)c3ccc(C)cc3)n2)cc1
→ 10µM*, -11%, 13µM*
73) O=C(CNC(=O)c1ccccc1F)N/N=C/c1cccs1
→ -1%, -20%, 0%
74) Cc1ccc(-n2nc3c(=O)n(CCCC(=O)NCc4ccccc4F)nc(C)c3c2C)cc1
→ u, -16%&-2%, u
75) N#Cc1cc([N+](=O)[O-])ccc1Oc1cccc(/C=N/NC(=O)c2cccc(Cl)c2)c1
→ 21µM*, -2%, u

# Next section.
# Under each structure – DT40 TDP1 no CPT, KAT2A inh, DT40 TDP1 CPT
76) O=C(Nc1nccs1)c1ncc(Cl)c(Cl)c1Cl
→ 15µM*, -1%, 21µM*
77) Oc1ccc(/C=N/Nc2nn3cnnc3c3ccccc23)cc1
→ u, -3%, -29%
78) OCC[C@H]1C[C@H](O)[C@@H](O)[C@]2(CCc3ccccc3CO2)O1
→ -1%, -5%, 5%
79) CCCOc1cc(C)c(S(=O)(=O)N2CCN(C)CC2)cc1C
→ u, 4%, -27%
80) CCOc1cc(C2NN=C(c3ccccc3)S2)ccc1OCc1ccccc1Cl (stereo unspecified)
→ 16µM*, -8%, u
81) CCCCN(C(=O)c1c(CC)noc1C)c1c(N)n(CCCC)c(=O)[nH]c1=O
→ -20%, -8%, -17%
82) CCOC(=O)C(=Cc1c[nH]c2ccc(S(=O)(=O)N(C)C)cc12)C(=O)OCC
→ 16µM*, -8%, u
83) Cc1nn(Cc2ccc(Cl)cc2)c(C)c1NC(=O)c1cc(C(C)C)on1
→ 15µM*, -6%, 21µM*
84) COc1ccc(-n2nc(C(=O)NCC(=O)NC(C)C)c3ccccc3c2=O)cc1Cl
→ u, 7.1µM*, -18%
85) CC(C)CCNc1ncnc2c1nnn2Cc1ccccc1Cl
→ -12%, -1%, -15%
86) CCc1ccc(NC(=O)C2CCCN2S(=O)(=O)c2cccc3nsnc23)cc1 (stereo unspecified)
→ u, -4%, u
87) COc1ccc(C2Nc3ccccc3C(=O)N2c2ccc(F)cc2)cc1Cn1nnc2ccccc21 (stereo unspecified)
→ u, -5%, -13%
88) COc1ccc(S(=O)(=O)N2CCCOC2CNC(=O)C(=O)NCCc2ccco2)cc1C (stereo unspecified)
→ 7.3µM*, -8%, 5.8µM*
89) COc1ccc(-n2c(C)nnc2SCc2nc(-c3ccc(OC)c(OC)c3)no2)cc1
→ -23%, 2%, -24%

# Looked up by compound from the entries so far (2):
# Under each structure – DT40 TDP1 no CPT, KAT2A inh, DT40 TDP1 CPT
78) OCC[C@H]1C[C@H](O)[C@@H](O)[C@]2(CCc3ccccc3CO2)O1
→ -1%, -5%, 5%
65) COc1cccc(CNS(=O)(=O)c2c(C)nc3sccn3c2=O)c1
→ -9%, u, -23%

# No enrichment for hits. About 18% of those tested had a hit in this group.
